A3A deaminase: inhibitors of human APOBEC3A DNA deaminase | P31941 | recombinant A3A, FAM/TAMRA ssDNA deamination fluorescence | inhibition, % at 20 µM | hit rate 0.41% among 330,000 | AID 493011;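 active = at least 40% inhibition at 20 µM here, with at most 30% in a related deaminase screen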;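 also: plate controls were A3A with DMSO for no effect and wells lacking A3A enzyme for full effect; some results filed as inactive read as strong as hits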
Target sequence (P31941 whole entry, looked up): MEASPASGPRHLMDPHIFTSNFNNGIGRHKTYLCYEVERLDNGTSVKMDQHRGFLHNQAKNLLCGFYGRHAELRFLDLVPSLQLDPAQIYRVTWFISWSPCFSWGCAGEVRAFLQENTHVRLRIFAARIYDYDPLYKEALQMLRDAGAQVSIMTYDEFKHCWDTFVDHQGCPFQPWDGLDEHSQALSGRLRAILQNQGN
APOBEC3G inh: inhibitors of human APOBEC3G DNA deaminase; recombinant A3G, ssDNA deamination FAM/TAMRA fluorescence; inhibition, % at 20 µM; hit rate 0.28% among 330,000; AID 493012;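 active = inhibition of at least 40% at 20 µM, with no more than 30% in the related APOBEC3A deaminase screen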;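 also: plate controls were DMSO wells with A3G for no effect and wells lacking A3G enzyme for full effect; some compounds called inactive have numbers as strong as hits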
GRIN3A LBD mod: NR3A (human) ligand-binding domain modulation; NR3A LBD differential scanning fluorimetry, Tm shift; 0% = protein alone, 100% = glycine-bound protein; Tm shift relative to glycine control, % at 25 µM; hit rate 2.5% among 340,000; AID 1259313;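 active = melting temperature shift of at least 10% of the positive control shift, at one fixed dose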
EBI2 antag: EBI2 (human) antagonism | AID 651636 | inhibition, % at 5 µM | hit rate 0.81% among 360,000 | EBI2 beta-arrestin recruitment, luminescence, 7a,25-OHC stimulated | P32249; in the data active = inhibition above about 38%;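 also: enzyme fragment complementation signal reports receptor beta-arrestin coupling in cells; 0% = agonist plus DMSO wells and 100% = wells without agonist; some results beyond the cut were filed as inactive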
Target sequence (P32249 whole entry, looked up, the tested form may be a part): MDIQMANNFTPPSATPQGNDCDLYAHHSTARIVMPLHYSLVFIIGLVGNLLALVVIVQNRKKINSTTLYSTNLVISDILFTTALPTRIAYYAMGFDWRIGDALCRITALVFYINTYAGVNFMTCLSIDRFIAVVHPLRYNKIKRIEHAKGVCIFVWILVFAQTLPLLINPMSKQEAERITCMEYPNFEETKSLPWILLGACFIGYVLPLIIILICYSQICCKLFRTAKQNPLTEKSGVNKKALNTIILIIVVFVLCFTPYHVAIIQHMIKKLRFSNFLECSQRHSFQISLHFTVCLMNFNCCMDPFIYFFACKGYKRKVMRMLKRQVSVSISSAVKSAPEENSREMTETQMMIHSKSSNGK
MPTP inh: permeability transition pore inhibition; isolated mouse mitochondria, Ca2+ swelling absorbance, 30 min; inhibition, % at 10 µM; hit rate 1.4% among 360,000; AID 602449;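 active = inhibition of 50% or more, scaled per plate between neutral and stimulator controls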;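 also: 0% = DMSO wells given calcium and 100% = 1 mM EGTA wells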
CXCR6 block: blocks human CXCR6 beta-arrestin recruitment; hit rate 0.36% among 360,000; CHO-K1 PathHunter CXCR6 beta-arrestin, luminescence; inhibition, % at 20 µM; in the data active = inhibition above about 34%, passing the limit was not always enough;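 also: antagonist mode with CXCL16 agonist at 10 nM final; 0% = 10 nM CXCL16 with DMSO and 100% = unstimulated wells without agonist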
CCR6 antag: blocks CCL20-driven beta-arrestin recruitment at human CCR6; CHO-K1 CCR6 PathHunter beta-arrestin, luminescence, CCL20-stimulated; inhibition, % at 20 µM; hit rate 0.49% among 340,000;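 active = compounds whose inhibition of the agonist-driven luminescence signal at 20 µM reaches about 50%, limit read from the data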;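 also: cells stimulated with CCL20 at 14 nM final; plate controls were DMSO with CCL20 for no effect and DMSO without agonist for full effect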
Target sequence (P51684 whole entry, looked up): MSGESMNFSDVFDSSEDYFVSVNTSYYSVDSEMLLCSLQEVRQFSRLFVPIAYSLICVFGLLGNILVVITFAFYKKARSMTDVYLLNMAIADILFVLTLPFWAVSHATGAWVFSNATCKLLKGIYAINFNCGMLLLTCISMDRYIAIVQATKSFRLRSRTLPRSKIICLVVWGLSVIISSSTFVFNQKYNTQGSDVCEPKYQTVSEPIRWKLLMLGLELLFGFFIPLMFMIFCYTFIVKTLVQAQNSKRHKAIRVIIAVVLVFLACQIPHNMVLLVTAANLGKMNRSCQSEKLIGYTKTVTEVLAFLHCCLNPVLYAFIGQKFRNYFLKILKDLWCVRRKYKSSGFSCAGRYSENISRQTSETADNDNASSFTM
Gli-Sufu block: blocks Gli-Sufu signaling in a luciferase reporter | AID 588413 | inhibition, % at 5 µM | hit rate 0.74% among 340,000 | Sufu-KO-LIGHT fibroblasts, Gli luciferase reporter luminescence;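 active = inhibition above about 55%, limit read from the data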;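 also: 0% = DMSO-treated cells and 100% = wells with medium but no cells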
The depositor's hits bear a star; / = not tested or not shown. Rows were taken by chance; overall some 5.8% were active at least once.

SMILES	A3A deaminase	APOBEC3G inh	GRIN3A LBD mod	EBI2 antag	MPTP inh	CXCR6 block	CCR6 antag	Gli-Sufu block
NS(=O)(=O)c1ccc(-c2ccc(C=C3C(=O)c4ccccc4C3=O)o2)cc1	0	-4	-29	-7	0.1	-10	-15	-4
COc1cc(-c2noc(C3CCCN(C(=O)c4c(F)cccc4F)C3)n2)cc(OC)c1OC (centres undefined)	-2	-1	-1	20	-0.5	7	13	5
O=C(CCN=C1NS(=O)(=O)c2ccccc21)OCc1c(F)c(F)c(F)c(F)c1F	-2	-4	3	-1	-1.0	5	7	-8
COC(=O)CNC(=O)c1cc(-c2ccncc2)nc2ccc(C)cc12	-4	-3	1	6	-0.9	-6	-3	-11
CN1CCc2nc(SCC(=O)Nc3ccc(Cl)cc3)c(C#N)cc2C1	-13	-12	-7	13	-2.1	3	38	-5
COc1cc(C(=O)OCCNC(=O)c2ccncc2)cc(OC)c1OC	-1	-4	-1	-14	-0.5	4	3	-6
O=C(NCc1ccccn1)[C@H]1C[C@@H]1[C@H](NP(=O)(c1ccccc1)c1ccccc1)c1ccccc1	-4	-16	0	-12	-0.3	-8	3	13
CC1(C)C[C@H](O)[C@]2(CO)CC[C@]3(C)C(=CCC4[C@@]5(C)CC[C@H](O)C(C)(C)C5CC[C@]43C)[C@@H]2C1 (some centres undefined)	-3	-11	0	-21	-2.1	1	-5	3
CCOc1ccc(S(=O)(=O)NCCC(=O)N(C)CC(=O)Nc2ccc(N3CCOCC3)cc2)cc1	-5	-14	-1	-10	1.1	11	-3	-10
O=C(NNS(=O)(=O)c1ccc(Cl)cc1)c1cc(-c2ccccc2)nc2ccccc12	0	-3	-4	10	5.1	-4	10	4
Cc1ccc(N(CC(=O)Nc2ccccc2C(=O)N2CCOCC2)S(C)(=O)=O)cc1	2	-1	13*	-3	-2.2	7	9	4
C/C(=N\Nc1ncc(Cl)cc1Cl)c1ccc(OC(F)F)cc1	4	-1	-20	-9	1.7	-1	9	-14
O=C(OCC(=O)N1CCCc2ccccc21)c1cc(Cl)ccc1O	3	2	2	16	1.8	-15	10	8
O=C(NCCN1CCOCC1)c1ccc(CS(=O)(=O)c2ccc(Cl)cc2)o1	-13	0	2	-6	0.1	1	3	3
CC1CCc2nn(CC(=O)NCCN3CCOCC3)cc2C1 (centres undefined)	-3	-3	-2	-4	-2.8	-7	-2	10
c1ccc(-c2nc(-c3ccccn3)nc(-c3ccccn3)n2)nc1	-4	-3	-1	4	-1.3	-7	6	1
Cc1ccc(-c2nnc(OCc3cccnc3)c3ccccc23)cc1	1	-4	-7	20	-2.2	3	16	5
Cc1onc(-c2ccccc2Cl)c1C(=O)Nc1nnc(-c2ccc(F)cc2)s1	6	0	-4	-5	0.4	-2	7	8
COc1ccc(CNC(=O)CSc2ncn[nH]2)cc1	22	3	-1	1	-3.0	4	-31	87*
CC(=O)Nc1ccc(NC(=O)CSc2nc3ccccc3nc2N2CCC(C)CC2)cc1	2	6	3	1	-0.4	7	12	-4
Cc1ccc(/C=C/C(=O)OCC(=O)Nc2cccnc2Cl)o1	5	3	1	5	-0.3	3	3	2
COc1ccc(C(CNC(=O)c2cc3ccccc3o2)N2CCCCC2)cc1 (centres undefined)	6	-10	1	5	50	10	19	14
Cc1nc2ccc(Oc3ccccc3)cc2s1	1	-4	0	1	-0.3	-17	5	-1
CCOC(=O)c1cnc2c(C(=O)OC)cccc2c1NCCN1CCOCC1	11	12	0	3	-1.5	4	-2	9
COc1ccc(-c2ccc(N)[n+](CCCC(=O)O)n2)cc1	0	-4	0	2	-0.2	-3	2	-4
Cc1ccc(S(=O)(=O)N2CCN(C(=O)c3n[nH]c(=O)c4ccccc34)CC2)cc1	2	-4	-1	-7	0.3	2	17	-9
CC1CCN(c2ccccc2NC(=O)c2ccc(C#N)cc2F)CC1	0	-3	6	2	1.9	2	16	16
COc1ccc(CCNC(=O)CCc2nnc(Cc3ccc4c(c3)OCO4)o2)cc1	-1	3	0	8	0.1	-1	7	16
COc1ccc(/C=C/C(=O)NCCCc2ccccc2)cc1OC	0	1	-2	1	-0.7	4	3	-5
C/C(=C1\SC(N2CCOCC2)=NC1=O)c1ccccc1	0	-7	-1	3	0.9	5	-6	-9
COc1ccccc1NC(=O)c1ccc(CS(=O)(=O)c2ccc(C)cc2)cc1	-1	-1	4	0	1.6	1	0	-9
CN1C(N)=NC(=O)/C1=C/c1ccccc1F	-1	-3	-2	-13	0.2	-6	7	-2
O=C(Nc1cccc(C(F)(F)F)c1)Oc1ccccc1N1CCOCC1	3	1	-4	-8	27	-1	-3	27
O=C1CN(C(=O)NCC(=O)N[C@H](C(=O)O)c2ccccc2)c2ccccc2N1	-2	-3	2	5	-1.0	6	5	-41
CN1C(=O)/C(=C/c2cc(C(C)(C)C)c(O)c(C(C)(C)C)c2)NC1=S	-5	-4	-5	-17	2.7	3	-5	4
COc1cccc(NC(=O)CN(C)C(=O)COc2ccc3ccccc3c2)c1	0	-3	-1	8	1.1	-5	-17	-2
O=C(COC(=O)Cn1cnc2ccccc2c1=O)Nc1ccc2c(c1)OCO2	5	0	-5	6	-4.3	0	7	17
C=C(C)Cn1c(=S)[nH]c2ccccc2c1=O	-3	-6	1	-3	0.5	6	15	10
Cc1cccc(C(=O)NCCC(=O)NCc2ccccc2F)c1	-4	-4	1	-3	-1.0	6	-5	1
CCC(=O)Nc1c2c(nn1-c1ccc(OC)cc1)CS(=O)C2 (centres undefined)	-2	-11	-1	-11	-2.0	0	6	5

Gathered by group: the entries above with an aryl thioether with sulfur outside any ring.
SMILES	A3A deaminase	APOBEC3G inh	GRIN3A LBD mod	EBI2 antag	MPTP inh	CXCR6 block	CCR6 antag	Gli-Sufu block
CN1CCc2nc(SCC(=O)Nc3ccc(Cl)cc3)c(C#N)cc2C1	-13	-12	-7	13	-2.1	3	38	-5
COc1ccc(CNC(=O)CSc2ncn[nH]2)cc1	22	3	-1	1	-3.0	4	-31	87*
CC(=O)Nc1ccc(NC(=O)CSc2nc3ccccc3nc2N2CCC(C)CC2)cc1	2	6	3	1	-0.4	7	12	-4

Next part
SMILES	A3A deaminase	APOBEC3G inh	GRIN3A LBD mod	EBI2 antag	MPTP inh	CXCR6 block	CCR6 antag	Gli-Sufu block
Cn1c(CC(=O)NNC(=O)c2ccccc2[N+](=O)[O-])nc2ccccc21	-4	-11	-3	-10	-0.9	-7	2	2
CCC(C)(C)NC(=O)CN(C(=O)CCC(=O)Nc1ccccn1)c1ccc(F)c(Cl)c1	2	1	2	4	-6.1	2	4	-1
O=C(O)c1ccccc1S(=O)(=O)c1ccccc1CO	-1	-10	0	-3	-2.2	0	12	2
CN(C)c1ccc(/C=C(\NC(=O)c2ccccc2)C(=O)NCc2ccncc2)cc1	-5	-7	0	-1	-0.3	4	7	-8
COc1ccc(Cl)c2sc(N(CCN(C)C)C(=O)c3ccc4c(c3)OCCO4)nc12	-4	-8	/	-15	74*	-4	9	-4
Cc1cc(C)n(-c2ccc(C(=O)NC(C)C)cc2)n1	-5	-4	-1	-3	0.4	22	13	0
O=C(CCNS(=O)(=O)c1ccccc1)OCc1nnc(-c2ccccc2)o1	-4	3	0	2	-0.5	0	-1	-17
Cc1nnc(SCC(=O)NC2CC2)n1CC1CCCO1 (centres undefined)	-2	-10	1	-2	1.5	-5	-2	-5
O=C(NCc1ccccc1)c1onc(CSc2ccccc2)c1C(=O)NCc1ccccc1	3	11	-3	-5	0.3	-6	11	-13
O=C(NCc1cccs1)c1cc2c(s1)-c1ccccc1OC2	2	-4	-4	23	0.6	5	19	-35
CCC(C(=O)Nc1cccnc1Cl)c1ccccc1 (centres undefined)	-1	-5	-1	-2	2.0	3	14	4
COc1ccc(C(=O)c2c(N)sc3c2CCN(C(=O)OC(C)(C)C)C3)cc1	-4	-1	13*	7	5.0	-4	17	-20
NC(=O)C1CCN(C(c2ccccc2Cl)c2nnnn2CC2CCCO2)CC1 (centres undefined)	-6	-7	0	-1	-3.2	0	23	5
Cc1ccccc1S(=O)Cc1ccc(C(=O)NCCCN2CCCCC2)o1 (centres undefined)	0	-3	0	6	-2.1	1	8	-2
CC12CCC(C(=O)N(CSC(=S)N/N=C\c3ccccc3Cl)C1=O)C2(C)C (centres undefined)	-3	-4	-9	13	0.9	1	15	28
Cc1nn(-c2ccccc2)c(C)c1C(=O)OCC(=O)NCc1ccco1	0	2	-3	-3	-1.5	-2	8	-14
COc1ccc(CCNC(=O)C(=O)NCC2OCCN2S(=O)(=O)c2ccc(Br)cc2)cc1OC (centres undefined)	-4	-9	-1	-9	-0.4	-8	-4	-6
O=S(=O)(Nc1cccc(-c2cn3cccnc3n2)c1)c1ccc(F)cc1	-2	-4	-2	-20	-0.1	4	12	2
COc1cc2c(cc1OC)CN(C(=O)/C=C/c1cccs1)CC2	-1	-8	-1	-6	2.1	1	-3	-6
COc1ccc(CC(=O)NC2CC2)cc1OC	-1	-1	3	10	0.0	7	-5	-25
O=C(Oc1ccc([N+](=O)[O-])cc1)C1CC(=O)N(c2ccc3c(c2)OCCO3)C1 (centres undefined)	15	8	4	-6	-0.1	8	5	0
NC(=O)N/N=C\c1cc(Br)ccc1O	2	0	-5	-7	-3.9	-8	1	-2
O=C(Nc1ccc(N2CCOCC2)cc1)c1cccc(S(=O)(=O)N2CCC(Cc3ccccc3)CC2)c1	-2	-5	-3	3	-0.4	4	6	21
CCOC(=O)c1c(C)nn(-c2ccc(NC(=O)CSCC(=O)O)cc2)c1C	-2	-6	5	-3	-2.6	7	7	-2
C/C(N)=C(/C#N)C(=O)COc1ncnc2ccccc12	7	-2	0	-4	-0.3	1	14	2
CC(C)CNC(=S)Nc1ccccc1F	-4	-9	-1	-11	-2.5	0	-1	-10

A different layout for 5 compounds above:
smiles,A3A deaminase,APOBEC3G inh,GRIN3A LBD mod,EBI2 antag,MPTP inh,CXCR6 block,CCR6 antag,Gli-Sufu block
CCOC(=O)c1c(C)nn(-c2ccc(NC(=O)CSCC(=O)O)cc2)c1C,-2,-6,5,-3,-2.6,7,7,-2
O=C(Nc1ccc(N2CCOCC2)cc1)c1cccc(S(=O)(=O)N2CCC(Cc3ccccc3)CC2)c1,-2,-5,-3,3,-0.4,4,6,21
CC(C)CNC(=S)Nc1ccccc1F,-4,-9,-1,-11,-2.5,0,-1,-10
O=C(Oc1ccc([N+](=O)[O-])cc1)C1CC(=O)N(c2ccc3c(c2)OCCO3)C1 (centres undefined),15,8,4,-6,-0.1,8,5,0
C/C(N)=C(/C#N)C(=O)COc1ncnc2ccccc12,7,-2,0,-4,-0.3,1,14,2

Assay outcomes deposited in PubChem by Sanford-Burnham Center for Chemical Genomics.
